KAT2A inh: GCN5L2 (KAT2A) acetyltransferase inhibition; GCN5L2 HAT assay, ThioGlo1 CoA-SH fluorescence; Potency, µM (titrated, usually from 58.9 µM), for the others: at the highest dose activity change, negative = inhibition, actives largely listed as inhibitors; hit rate 0.21% among 390,000; AID 504327
Target sequence (Q92830 whole entry, looked up): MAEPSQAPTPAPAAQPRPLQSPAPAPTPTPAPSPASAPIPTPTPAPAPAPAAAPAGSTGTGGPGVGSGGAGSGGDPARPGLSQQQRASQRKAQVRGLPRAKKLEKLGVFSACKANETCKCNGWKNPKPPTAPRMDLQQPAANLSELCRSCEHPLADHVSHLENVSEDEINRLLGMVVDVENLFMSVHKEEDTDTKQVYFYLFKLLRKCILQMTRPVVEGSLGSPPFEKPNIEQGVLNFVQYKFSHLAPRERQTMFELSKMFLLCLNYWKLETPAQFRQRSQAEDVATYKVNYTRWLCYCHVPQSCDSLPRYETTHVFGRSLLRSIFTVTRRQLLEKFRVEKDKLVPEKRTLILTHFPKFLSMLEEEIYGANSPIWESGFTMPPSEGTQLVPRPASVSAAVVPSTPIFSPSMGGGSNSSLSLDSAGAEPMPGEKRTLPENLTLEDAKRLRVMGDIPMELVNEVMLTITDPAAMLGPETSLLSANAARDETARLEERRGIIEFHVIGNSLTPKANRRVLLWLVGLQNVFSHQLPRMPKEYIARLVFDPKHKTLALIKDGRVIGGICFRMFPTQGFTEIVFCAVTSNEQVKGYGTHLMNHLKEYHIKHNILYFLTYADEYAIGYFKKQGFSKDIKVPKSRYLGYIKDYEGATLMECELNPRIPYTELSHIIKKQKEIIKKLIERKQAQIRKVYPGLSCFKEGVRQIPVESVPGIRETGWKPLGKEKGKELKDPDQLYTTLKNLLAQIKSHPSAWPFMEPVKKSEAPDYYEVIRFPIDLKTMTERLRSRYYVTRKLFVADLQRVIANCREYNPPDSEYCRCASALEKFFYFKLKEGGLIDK
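Free CoA generated was detected with ThioGlo1 (50uM) fluorescence at Ex340nm/Em540nm, read immediately and after 20 min at room temperature. Enzyme, 20 nM in HEPES pH 7.5 buffer, saw compounds 15 min before adding 75uM H3(1-25) peptide and 70uM acetyl-CoA.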
DT40 TDP1 CPT: growth inhibition of DT40 Tdp1-/-;hTDP1 cells with camptothecin (screen for TDP1 inhibitors). chicken DT40 Tdp1-/-;hTDP1 cells + 20 nM CPT, ATP luminescence, 48 h. Potency, µM (series often up to 46.2 µM), without a hit: at the highest dose activity change, negative = growth inhibition, most hits filed as inhibitors. hit rate 12% among 420,000; note: nearly all actives have a fitted effect of over 55% in size
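Chicken DT40 Tdp1-/- cells complemented with human TDP1, 400 cells/well, exposed to compounds plus 20 nM camptothecin for at least 48 h at 37 C; viability read as ATP content by CellTiter-Glo luminescence.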
TDP1 cell noCPT: qHTS for Inhibitors of human tyrosyl-DNA phosphodiesterase 1 (TDP1): qHTS in cells in absence of CPT; DT40 Tdp1-/- hTDP1 cells, no CPT, ATP luminescence, 48 h; hit rate 15% among 420,000; AID 686978, 2013; Potency, µM (highest dose often 46.2 µM), for inactives: at the highest dose activity change, negative = growth inhibition, hits mostly inhibitors; note: nearly all actives have a fitted effect of over 55% in size
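Chicken DT40 Tdp1-/- cells stably complemented with human TDP1 were seeded at 400 cells/well with DMSO in place of 20 nM camptothecin. After compound pinning, cells grew at least 48 hr at 37 °C; viability read by CellTiter-Glo luminescence.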
The depositor's hits bear a star; ? = inconclusive; . = not tested or not shown; & = joins results of further samples; [ ] = dose if it differs, or a comment. Calls come from the whole dose curve; as a rule, active = well fitted curve in the direction sought with a large enough effect; inconclusive = small, poorly fitted or top-dose-only effect, or another doubt; inactive = no such curve, though single readings can be large; an effect the other way counts as inactive or inconclusive. % is set by controls: 0 for no effect and ±100 for the full control effect; potency is the fitted concentration of half-maximal effect. Rows are unselected; 18% or so of the library scored in one or more.

Each structure is followed by: KAT2A inh, DT40 TDP1 CPT, TDP1 cell noCPT
CN(C)c1nnc(-c2ccc(Cl)cc2)o1
    -18%, 14%, -4%
Cn1nc(CC(=O)N2CCN(c3ccccc3)CC2)c2ccccc2c1=O
    -4%, -18%, ?
O=C(COC(=O)COc1ccc(Cl)cc1Cl)Nc1cccnc1Cl
    2%, 1%, -5%
O=C(O)CCC(=O)N1N=C(c2cccs2)CC1c1ccc(Br)cc1 (stereo unspecified)
    12%, -9%, -10%
Cc1sc(NC(=O)CSc2nc(N)n(CC(=O)c3ccccc3)n2)c(C#N)c1C
    -9%, -2%, -19%
c1ccc(Oc2ncnc3ccccc23)cc1
    ., -12%, -25%
O=C(Nc1ccc([N+](=O)[O-])cc1)C1C(c2ccccc2)=C1c1ccccc1
    3%, ?, -27%
CC(C)(Oc1ccc(Cl)cc1)C(=O)Nc1nc2ccc(S(C)(=O)=O)cc2s1
    -5%, ?, ?
O=c1c([N+](=O)[O-])cc(C(F)(F)F)cn1Cc1c(Cl)cccc1Cl
    2%, -11%, ?
COc1cc2c(NC3CCN(C)CC3)nc(N3CCCCC3)nc2cc1OCCOCCN1CCCC1
    ., 13µM*, ?
CC(C)c1ccc(NC(=O)c2ccccc2NC(=O)C2CC=CCC2C(=O)O)cc1 (stereo unspecified)
    -5%, -27%, ?
COc1ccccc1NC(=O)C1CCN(C(=O)c2sc3nc[nH]c(=O)c3c2C)CC1
    -9%, -9%, -12%
COc1ccc(N=C2NC(=O)/C(=C\C=C\c3ccccc3)S2)cc1
    3%, ?, ?
COc1ccc(S(=O)(=O)N2CCN(c3ccc4nnc(-c5ccc(F)cc5)n4n3)CC2)cc1
    -11%, 12µM*, 15µM*
CN(Cc1ccc(F)cc1)C(=O)CNC(=O)c1cccs1
    0%, -16%, 6%
CC1CC(C)CN(C(=O)COC(=O)c2cccc([N+](=O)[O-])c2)C1 (stereo unspecified)
    2%, 1%, 6%
COCC(=O)Nc1cc(C(=O)N2CC3CCCC2C3)c2c(c1)nc(-c1ccncc1)n2C (stereo unspecified)
    ., 6%[9.04 µM], -7%
COCCNC(=O)c1cc2sccc2n1C
    ?, 7%, 9%
COc1ccc(NC(=O)CN2CCN(c3ccccc3F)CC2)cc1
    -5%, -20%, -1%
COC(=O)c1c(NC(C)=O)sc2c1CCN(Cc1ccccc1)C2
    -9%, -4%, -19%
COc1ccc(CCNC(=O)NC(C(F)(F)F)C(F)(F)F)cc1OC
    0%, -9%, -13%
CCOc1ccc(NC(=O)COC(=O)COc2cccc3c2OC(C)(C)C3)cc1
    -5%, 6%, 1%
Clc1ccccc1CSc1nc2ccncc2[nH]1
    -3%, ?, 23µM*
CCCCNC(=O)C1CCCN1C(=O)Nc1cccc(OC)c1 (stereo unspecified)
    -1%, -20%, 1%
CCOC(=O)c1cccc(NC(=O)CCc2c(C)nn(-c3ccc(N4CCCC4)nn3)c2C)c1
    0%, ?, 21µM*
CC(=O)c1ccc(N2CCN(S(=O)(=O)c3ccc4c(c3)CC(C)N4C(=O)C3CCC3)CC2)cc1 (stereo unspecified)
    -5%, 7.3µM*, 5.8µM*
Cc1nc2ccc(C(=O)N3CCOc4ccc(CN5CCOCC5)cc4C3)cc2nc1C
    ., -5%[9.04 µM], -3%
Cc1cccc(NC(=O)C(C)SCc2nc3sc(C)c(C)c3c(=O)[nH]2)n1 (stereo unspecified)
    -25%, 1%, -12%
COc1cccc2c1cc1c(=O)n(CC(=O)N3CCCC3)nc(C)n12
    ., -13%, -3%
COc1ccc(OC)c(-n2c(SCC(=O)NCC3CCCO3)nc3ccccc3c2=O)c1 (stereo unspecified)
    -2%, -13%, -11%
CCOC(=O)c1cnn(-c2nc3c(C)cccc3s2)c1C
    -5%, 1%, -10%
C/C(=N\Nc1ccc(S(N)(=O)=O)cc1[N+](=O)[O-])c1ccco1
    -16%, -15%, ?
O=C(NNC(=O)c1cnccc1C(F)(F)F)c1ccccc1
    -6%, 2%, -1%
Cc1ccc(NC2=NCC(=O)N2CCc2ccccc2)cc1C
    -8%, -19%, ?
CN(C)c1ccc2c(O)cc(=O)n(C)c2c1
    -13%, 15µM*, 16µM*
N#C/C(=C/c1ccc(O)cc1)c1nc(-c2ccc(-c3ccccc3)cc2)cs1
    -7%, ?, ?
O=S(=O)(c1ccc(Oc2ccc3c(c2)OCO3)c(S(=O)(=O)N2CCOCC2)c1)N1CCOCC1
    ., 0.89µM*, 11µM*
CCOc1ncccc1C(=O)OCC(=O)NC(=O)NC(C)C
    -2%, 5%, 11%
CN(C)c1ccc(C2NC(=O)c3ccccc3N2)cc1 (stereo unspecified)
    -4%, -49%, -15%
CCOC(=O)C1CCCN(C(=O)COc2ccc(N(C)S(=O)(=O)c3ccc(C)cc3)cc2)C1 (stereo unspecified)
    -3%, ?, ?

Single records, as listed above. Screens in order: KAT2A inh	DT40 TDP1 CPT	TDP1 cell noCPT
Record of Cc1cccc(NC(=O)C(C)SCc2nc3sc(C)c(C)c3c(=O)[nH]2)n1 (stereo unspecified) : -25%	1%	-12%
Record of CCOC(=O)C1CCCN(C(=O)COc2ccc(N(C)S(=O)(=O)c3ccc(C)cc3)cc2)C1 (stereo unspecified) : -3%	?	?

Later entries.
Each structure is followed by: KAT2A inh, DT40 TDP1 CPT, TDP1 cell noCPT
O=C(NC1CCCC1)C(c1ccccc1)N(C(=O)c1ccco1)C1CCCC1 (stereo unspecified)
    3%, ?, ?
O=C(CSc1nncs1)Nc1ccc(Cl)cc1C(F)(F)F
    -1%, -11%, -1%
O=C(NC1CCN(C(=S)NCc2ccco2)CC1)c1ccc(F)cc1
    -1%, -14%, -16%
CCOC(=O)CN1C(=O)C(=O)c2cc(C)ccc21
    -12%, 8.2µM*, 15µM*
COc1ccccc1/C=C/c1nc(C#N)c(N2CCCCCC2)o1
    -3%, ?, -27%
CC(OC(=O)C1=COCCO1)C(=O)c1ccc(C(C)(C)C)cc1 (stereo unspecified)
    -4%, ?, ?
CCS(=O)(=O)N1CCc2cc(C(=O)NCc3ccc(Cl)cc3)ccc21
    -6%, ?, 16µM*
CCOC(=O)c1ccc(NC(=O)CSC(=S)N2CCOCC2)cc1
    -10%, ?, ?
O=C(O)Cn1c(SCCOc2ccccc2F)nc2ccccc21
    -3%, ?, 16µM*
COc1ccccc1Nc1nc2ccc(C)cc2n2cnnc12
    0%, ?, 18µM*
Cc1ccc(S(=O)(=O)N2CCC(C(=O)NCCC3=CCCCC3)CC2)cc1C
    -3%, ?, ?
CCOc1ccc(NS(=O)(=O)c2ccc3c(c2)CCN3C(=O)C2CCC2)cc1
    -4%, ?, ?
COc1ccccc1NC(=O)CSc1nncn1N
    -12%, 18%, -15%
CC(=O)c1ccc(NC(=S)N2CCN(c3cccc(Cl)c3)CC2)cc1
    -9%, ?, ?
O=C(CCn1c(=O)c2cccn2c2cccnc21)NCc1cccc(Cl)c1
    -5%, ?, -29%
CCCCCC(=O)Nc1ccc(C(=O)CN2C(=O)NC3(CCCCCC3)C2=O)cc1
    -7%, 5.8µM*, 3.7µM*
OC(c1ccc(F)cc1)c1nc(-c2cccc(F)c2)cs1 (stereo unspecified)
    ., ?, ?
CCOC(=O)/C(C#N)=C/c1c(N2CCN(c3ccc(OC)cc3)CC2)nc2c(C)cccn2c1=O
    -14%, ?, ?
Cc1ccc(C(=O)NNC2=NC(C)(C)Cc3ccccc32)cc1
    0%, -17%, -29%
CCOC(=O)c1ccc(NC(=O)COC(=O)c2cccc(Oc3ccccc3)c2)cc1
    -8%, 9%, 1%
CCOc1cc(C2Nc3ccccc3C(=O)N2Cc2ccco2)ccc1OCc1ccccc1Cl (stereo unspecified)
    ., 10µM*, 3.5µM*
O=S(=O)(NC1CCCCCCC1)c1ccccc1
    -8%, -21%, ?
N#Cc1sc2nc(-c3cccs3)cc(-c3ccc(F)cc3)c2c1N
    ?, 15%, -1%
CCOC(=O)COc1ccc2c(c1)c(C(C)=O)c(C)n2-c1ccc(OC)cc1
    2%, ?, -23%
O=C(c1cccc(F)c1)N1CCN(C(=O)c2cc3nc(-c4ccco4)cc(C(F)(F)F)n3n2)CC1
    -4%, -24%, 15µM*
Cc1ccccc1CNC(=O)c1ccc(NC(=O)N2CCCCc3ccccc32)cc1
    35%[activator], ?, ?
O=C(Nc1ccccc1F)C1CCN(S(=O)(=O)c2ccc3c(c2)CCCN3C(=O)C2CCC2)CC1
    -5%, ?, ?
N#Cc1ccc(-c2nc3ccc(Br)cc3c(=O)n2O)cc1
    -4%, ?, ?
O=C(Cc1c(F)cccc1Cl)NNC(=O)c1ccncc1
    2%, 3%, 9%
Cc1cc(C(=O)N/N=C/C(Cl)=C/c2ccccc2)c(C)o1
    -17%, 29µM*, 21µM*
COc1ccc2cc(C[C@@H]3CC[C@@H](CO)O3)ccc2c1
    -1%, 1%, -25%
CC(C)CN1CCC(=O)N(CCC#N)CC1
    -2%, -1%&1%, 6%&-14%
CC(=O)c1ccc(NC(=S)NC(=O)/C=C/c2ccc(F)cc2)cc1
    -23%, -5%, ?
NC(=O)COc1ccccc1C(=O)Nc1ccccc1
    ., 2%, 2%
C=CC[N+]1([C@H]2C[C@H]3[C@@H]4CC[C@H]5C[C@H](O)[C@@H](N6CCOCC6)C[C@]5(C)[C@H]4CC[C@]3(C)[C@H]2OC(C)=O)CCCC1
    1%, 2%, -23%
O=C(OCC(=O)N1CCCC1)c1cc([N+](=O)[O-])ccc1Cl
    -1%, -30%, -3%
COC(=O)CCC(=O)N1CCc2cc(S(=O)(=O)N3CCN(c4ccccc4Cl)CC3)ccc21
    -19%, -10%, ?
Cc1cc(C(=O)NC2CCCc3c2cnn3-c2ccccc2F)nc(C)n1 (stereo unspecified)
    1%, ?, ?
CSCCC(NS(=O)(=O)c1ccc(Cl)cc1)C(=O)OCC(=O)c1ccc(F)cc1 (stereo unspecified)
    -11%, 6%, -25%
Cc1ccc(-c2nc(CS(=O)(=O)CC(=O)N3CCc4ccccc4C3)c(C)o2)cc1
    -3%, 18µM*, 21µM*
COc1ccc(OC)c(C2c3c(oc4ccccc4c3=O)C(=O)N2CCCN(C)C)c1 (stereo unspecified)
    -3%, 5%, 9%
CCOC(=O)COc1ccccc1/C=C1/NC(=O)NC1=O
    -5%, 11%, 6%
CC(Sc1ncnc2sc(-c3ccccc3)cc12)C(=O)NCC1CCCO1 (stereo unspecified)
    -2%, ?, 23µM*
CCOC(=O)c1cnc2ccccc2c1NCCO
    -1%, 7%, -27%
O=C(N/C(=C/c1cccnc1)C(=O)N1CCOCC1)c1ccccc1Cl
    -8%, -9%, -1%
CCN(CC)Cc1c(C(=O)N/N=C/c2cccs2)nnn1-c1nonc1N
    -10%, 10%, -20%
O=C1C(Cl)=C(N2CCOCC2)C(=O)N1c1ccccc1F
    -4%, 1%, -14%
COc1cnc(-c2ccccn2)nc1Sc1ccc(C)cc1
    -1%, 5.2µM*, 3.3µM*

By substructure: the compounds so far with a thiophene ring, fused or not
Each structure is followed by: KAT2A inh, DT40 TDP1 CPT, TDP1 cell noCPT
O=C(O)CCC(=O)N1N=C(c2cccs2)CC1c1ccc(Br)cc1 (stereo unspecified)
    12%, -9%, -10%
Cc1sc(NC(=O)CSc2nc(N)n(CC(=O)c3ccccc3)n2)c(C#N)c1C
    -9%, -2%, -19%
COc1ccccc1NC(=O)C1CCN(C(=O)c2sc3nc[nH]c(=O)c3c2C)CC1
    -9%, -9%, -12%
CN(Cc1ccc(F)cc1)C(=O)CNC(=O)c1cccs1
    0%, -16%, 6%
COCCNC(=O)c1cc2sccc2n1C
    ?, 7%, 9%
COC(=O)c1c(NC(C)=O)sc2c1CCN(Cc1ccccc1)C2
    -9%, -4%, -19%
Cc1cccc(NC(=O)C(C)SCc2nc3sc(C)c(C)c3c(=O)[nH]2)n1 (stereo unspecified)
    -25%, 1%, -12%
N#Cc1sc2nc(-c3cccs3)cc(-c3ccc(F)cc3)c2c1N
    ?, 15%, -1%
CC(Sc1ncnc2sc(-c3ccccc3)cc12)C(=O)NCC1CCCO1 (stereo unspecified)
    -2%, ?, 23µM*
CCN(CC)Cc1c(C(=O)N/N=C/c2cccs2)nnn1-c1nonc1N
    -10%, 10%, -20%

Screening data from PubChem BioAssay.
